SIRT5 inh: SIRT5 desuccinylase inhibitors, primary screen, biochemical, fluorescence imaging, single point, set 5; Purified SirT5, succinyl-peptide AMC, trypsin-coupled fluorescence; inhibition, % at 15 µM; actives 1.1% (n = 330,000); in the data active = inhibition above about 15%; inconclusive = no clear call, values can overlap the other calls
Target sequence (Q9NXA8 whole entry, looked up): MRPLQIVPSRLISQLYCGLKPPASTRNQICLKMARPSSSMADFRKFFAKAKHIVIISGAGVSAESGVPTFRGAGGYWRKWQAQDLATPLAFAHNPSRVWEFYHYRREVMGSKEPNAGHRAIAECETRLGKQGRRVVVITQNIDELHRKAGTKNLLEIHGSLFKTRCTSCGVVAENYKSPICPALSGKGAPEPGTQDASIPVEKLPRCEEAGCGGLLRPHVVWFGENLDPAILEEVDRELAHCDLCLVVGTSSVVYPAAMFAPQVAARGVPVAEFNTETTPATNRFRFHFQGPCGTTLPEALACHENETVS
S100A4 inh HTS: inhibitors of S100A4-myosin IIA peptide binding, primary screen, biochemical, fluorescence polarization, TAMRA-MyoIIA peptide; AID 652163, 2013; Protein S100-A4 (Homo sapiens), P26447; actives 0.14% (n = 360,000); inhibition, % at 10.7 µM;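 active = mean inhibition of at least 70% across replicates, with every replicate also reaching that level; inconclusive = mean inhibition reaches 70% but some replicates fall short; inactive = mean inhibition below 70%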
Target sequence (P26447 whole entry, looked up): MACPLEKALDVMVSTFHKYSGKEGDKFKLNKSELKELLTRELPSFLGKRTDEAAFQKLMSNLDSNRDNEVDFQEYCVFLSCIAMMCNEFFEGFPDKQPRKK
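Compound dosing: one dose per compound; test system: human S100A4 monomer with TAMRA-labelled myosin IIA peptide; probe or stimulus: TAMRA-labelled myosin IIA heavy-chain peptide probe, 5 nM; medium: HEPES buffer with Ca2+, pH 7.2; schedule: 5 min incubation before reading; benchmarks: neutral control DMSO, positive control TFP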
DENV2 CPE: inhibitors of DENV2 cytopathic effect, primary screen, cell-based, plate reader, single concentration | DENV2-infected cells, cytopathic effect rescue | CPE inhibition, % at 9.99 µM | actives 1.7% (n = 350,000); in the data active = CPE inhibition above about 20%, passing the limit was not always enough; inconclusive = no clear call, values can overlap the other calls; tested in BHK-21 cells;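 also: 0% = median of neutral control wells and 100% = median of positive control wells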
PglD DTNB: C. jejuni PglD acetyltransferase inhibitors, primary screen, biochemical, DTNB colorimetric, single point; inhibition, % at 12.5 µM; purified PglD enzyme, DTNB colorimetric CoA detection; actives 0.098% (n = 360,000); UDP-N-acetylbacillosamine N-acetyltransferase PglD (Campylobacter jejuni); in the data active = inhibition above about 16%, passing the limit was not always enough; inconclusive = no clear call, values can overlap the other calls; also: strong numbers were not always called active
C2C12 statin: suppressors of statin myotoxicity in C2C12 myotubes, primary screen, cell-based, single point, plate reader | C2C12 myotubes + simvastatin, ATP luminescence, 48 h; scaled: DMSO 0, geranylgeraniol control 100 | actives 0.78% (n = 330,000) | rescue of ATP level, % at 7.49 µM;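 active = mean ATP rescue above about 67%, or every replicate alone reaching that limit, limit read from the data, passing the limit was not always enough; inconclusive = no clear call, values can overlap the other calls; inactive = mean under the limit and some replicate under it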;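 also: myotubes were challenged with 10 µM simvastatin during compound exposure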
E-sel inducer: E-selectin induction in HUVECs, primary screen, imaging, HUVEC, immunofluorescence imaging, single point | normalized: neutral wells 0, TNF-alpha wells 100 | actives 0.37% (n = 260,000) | activation, % at 7.58 µM;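 active = mean E-selectin-positive cell signal at least 10% of the positive control, reached in at least 60% of replicates, without over 20% cell loss; inconclusive = no rule given, readout overlaps actives, possibly toxicity-flagged; inactive = the rest, including those meeting only one limit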;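 also: in these data hits start at about 27%; measured in HUVEC primary endothelial cells; signal is the percent of cells scored E-selectin positive by PE staining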
Target sequence (P16581 whole entry, looked up): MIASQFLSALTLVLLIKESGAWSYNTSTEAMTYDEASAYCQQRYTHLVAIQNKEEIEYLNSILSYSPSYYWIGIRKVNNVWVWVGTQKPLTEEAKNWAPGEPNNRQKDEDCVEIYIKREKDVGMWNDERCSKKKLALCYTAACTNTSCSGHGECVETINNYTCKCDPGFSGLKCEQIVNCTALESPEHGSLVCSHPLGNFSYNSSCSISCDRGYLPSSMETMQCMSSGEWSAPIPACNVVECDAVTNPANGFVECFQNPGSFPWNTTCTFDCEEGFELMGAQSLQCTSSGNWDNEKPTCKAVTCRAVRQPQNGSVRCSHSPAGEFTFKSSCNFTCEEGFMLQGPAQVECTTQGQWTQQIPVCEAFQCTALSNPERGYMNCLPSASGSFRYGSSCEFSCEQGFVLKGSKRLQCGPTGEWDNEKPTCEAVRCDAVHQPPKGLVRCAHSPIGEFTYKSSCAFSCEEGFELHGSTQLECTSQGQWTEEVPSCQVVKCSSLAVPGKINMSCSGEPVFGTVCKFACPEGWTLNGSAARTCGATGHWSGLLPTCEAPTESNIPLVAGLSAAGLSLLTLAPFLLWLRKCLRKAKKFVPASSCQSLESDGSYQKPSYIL
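System: HUVEC / Compound: single concentration / Signal: immunofluorescence imaging / Read-out: percent E-selectin-positive cells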
ERp5 inh: inhibitors of ERp5-driven insulin aggregation, primary screen, biochemical, turbidity, absorbance 650 nm, single point. Protein disulfide-isomerase A6 (Homo sapiens), Q15084. 90 min. inhibition, % at 9.99 µM. actives 0.05% (n = 350,000). AID 651711, 2012;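 active = mean replicate inhibition above about 25%, with every replicate also reaching it, limit read from the data, passing the limit was not always enough; inconclusive = only one of those two criteria met; inactive = neither criterion met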
An asterisk follows results filed as active; u = inconclusive; x = not tested or not shown; & = joins results of further samples.

SMILES	SIRT5 inh	S100A4 inh HTS	DENV2 CPE	PglD DTNB	C2C12 statin	E-sel inducer	ERp5 inh
COc1ccc(Nc2nc(-c3ccncc3)nc3ccccc23)cc1	-9	-4	-3	-6	-33	x	4
COc1ccccc1C(=O)NC(=O)CSc1cccc[n+]1[O-]	3	-1	8	x	x	x	-6
COc1cc(NC(=O)c2cc(OC)c(OC)c(OC)c2)c2ncccc2c1	0	-4	0	0	10	x	-3
COc1ccc(C(C(=O)NC2CCCC2)N(Cc2cccnc2)C(=O)Cc2cccs2)cc1OC (stereo not drawn)	-11	0	1	-1	0	x	3
CC(C)C1=CC2C3C(=O)N(c4ccccc4)C(=O)C3C1C(=O)C2(C)O (stereo not drawn)	-2	0	4	x	x	1.8	7
COc1cc(/C=C/CN2CCC(C(=O)NC(c3ccc(F)cc3)c3ccc4ccccc4n3)CC2)ccc1OC(C)=O (stereo not drawn)	9	0	9	-1	-63	0.2	-6
C[C@H](CO)N1C[C@H](C)[C@@H](CN(C)C(=O)Cc2cccnc2)Oc2cc(C#Cc3ccccc3F)ccc2S1(=O)=O	9	-7	4	x	x	-0.3	4
O=C(NC(=S)Nc1ccc(S(=O)(=O)Nc2ccccc2)cc1)C1CC1	1	3	x	x	x	-0.4	2
COc1ccc(OC)c(NC(=O)Nc2ccc(O)c3ccccc23)c1	-2	-4	8	-19	35	-0.1	2
NS(=O)(=O)c1ccc(S(=O)(=O)N2CCCC(c3ccccc3)C2)cc1 (stereo not drawn)	0	2	-3	6	4	0.0	3
CN(C)CCOC1c2ccccc2CSc2ccccc21 (stereo not drawn)	-4	-7	8	-3	x	3.0	2
N#CC(C#N)=CNc1cccnc1	-4	0	-1	x	x	-0.1	-7
O=C(OC(C(=O)Nc1ccc([N+](=O)[O-])cc1Br)c1ccccc1)c1ccccc1 (stereo not drawn)	-5	0	6	x	0	2.2	3
CC(C)=NOCC(=O)Nn1c(COc2ccccc2)nc2ccccc2c1=O	1	3	-3	5	-19	x	-2
CC1CCCCC1NC(=O)c1cccc(NC2=NC3CS(=O)(=O)CC3S2)c1 (stereo not drawn)	0	-1	-1	9	6	-0.7	2
CCCCNC(=O)C1(C)CCCCN1C(=O)c1c(F)ccc(C)c1F (stereo not drawn)	1	5	11	0	1	-0.1	0
CCOC(=O)c1sc(NC(=O)C(C)C)c(C#N)c1C	3	2	-1	x	x	-0.1	-2
O=C(N/N=C/c1ccccc1C(F)(F)F)c1ccc(O)cc1	1	1	3	x	x	x	-1
O=C(c1ccc(Cl)cc1)C1CCCN(Cc2cnn(-c3ccccc3)c2)C1 (stereo not drawn)	-3	-2	2	5	15	-0.1	7
CN(C)c1ccc(C(=O)NNC(=O)Nc2ccccc2)cc1	-12	0	-2	x	x	x	3
O=C1CN(S(=O)(=O)Cc2ccccc2)C[C@@H]2[C@H](c3ccc(C#Cc4ccc(F)cc4)cc3)[C@@H](CO)N12	8	-7	3	x	x	-0.6	2
CCOc1ccccc1C(=O)Nc1ccc(S(=O)(=O)Nc2cc(OC)nc(OC)n2)cc1	0	-3	-5	2	-1	-0.5	-1
C[C@@H]1CN([C@@H](C)CO)C(=O)c2cc(C3=CCCCC3)cnc2O[C@@H]1CN(C)C(=O)Nc1ccc(F)cc1	1	2	4	0	15	0.3	2
O=C(C[C@H]1C/C=C\CC[C@H](Cc2ccc(F)cc2)C(=O)O[C@@H](c2ccccc2)CNC1=O)N[C@H](CO)Cc1ccccc1	x	7	86*	1	-20	10	9
COc1ccc(-c2ccnc3nc(/N=C/N(C)C)nn23)cc1	x	1	6	x	x	x	-2
NC(CS(=O)O)C(=O)O (stereo not drawn)	-12	-19	-3	-1	-5	2.2	4
O=S(Cc1ccccc1)CC(O)(c1ccc(Cl)cc1)c1ccc(Cl)cc1 (stereo not drawn)	x	x	x	2	3	0.5	x
CC(C)CN(C(=O)COC(=O)CN1C(=O)c2ccccc2C1=O)c1c(N)n(Cc2ccccc2)c(=O)[nH]c1=O	2	-1	3	x	x	-1.9	-1
Cc1noc(NS(=O)(=O)c2ccc(NC(=O)CCCOc3ccc(Cl)cc3Cl)cc2)c1C	4	0	x	1	1	x	4
CCN(C(=O)COC(=O)c1ccc(Cl)c(S(=O)(=O)N2CCCCC2)c1)C1CCS(=O)(=O)C1 (stereo not drawn)	-2	3	u	0	3	x	-7
CC(C)C[C@@H](CN)NC(=O)c1nc[nH]c1C(=O)N[C@@H](C)C(=O)CNC[C@H](C)NC(=O)c1nc[nH]c1C(=O)N[C@@H](Cc1ccccc1)C(=O)O	x	2	4	-4	6	0.2	6
Cc1cc(-c2ccc(S(=O)(=O)N3CCc4ccccc4C3)s2)on1	-3	-27	-5	-2	2	0.2	7
Cc1cccc(C)c1NC(=O)c1ccccc1C(=O)O	0	-3	3	7	x	-0.2	0
O=C(NCc1ccc2c(c1)OCO2)c1cc(-c2cc(Cl)ccc2O)n[nH]1	-6	-10	8	2	11	x	0
CCOc1ccccc1N1CCN(C(=O)NC(C)c2ccc(F)c(F)c2)CC1 (stereo not drawn)	-5	-5	-3	-3	-3	0.3	-2
Cc1ccc(S(=O)(=O)N2CCC(C)CC2)c([N+](=O)[O-])c1	5	18	3	-1	x	0.6	-2
NC(=O)c1nsc(C(=O)N(c2ccc3c(c2)OCO3)C(C(=O)NCC2CCCO2)c2ccc(F)cc2)c1N (stereo not drawn)	-1	-1	8	x	-9	-0.1	-2
CCc1nc2ccc(C(=O)N3CCN(S(=O)(=O)CC)CC3)cn2c1N(CC)C(=O)NCCc1ccccc1	3	2	u	1	7	-0.2	15
CC(C)N1CCC(N2CCN(C3CCCC3)CC2CCO)CC1 (stereo not drawn)	0	-2	8	x	x	x	-3
O=C(OCC(=O)N(C1CCCCC1)C1CCCCC1)c1ccc(O)cc1	-4	-1	4	3	-3	x	-2

An excerpt from above in order of their number in SIRT5 inh, smallest number first.
smiles	SIRT5 inh	S100A4 inh HTS	DENV2 CPE	PglD DTNB	ERp5 inh
CCOc1ccccc1N1CCN(C(=O)NC(C)c2ccc(F)c(F)c2)CC1 (stereo not drawn)	-5	-5	-3	-3	-2
Cc1noc(NS(=O)(=O)c2ccc(NC(=O)CCCOc3ccc(Cl)cc3Cl)cc2)c1C	4	0	x	1	4
Cc1ccc(S(=O)(=O)N2CCC(C)CC2)c([N+](=O)[O-])c1	5	18	3	-1	-2

Following part:
SMILES	SIRT5 inh	S100A4 inh HTS	DENV2 CPE	PglD DTNB	C2C12 statin	E-sel inducer	ERp5 inh
Cc1ccc(-c2cc(-c3ccccc3O)nc(N/N=C/c3cccnc3)n2)cc1	-3	5	x	x	-12	x	-1
COc1ccc(CCNC(=O)C23CCC(C)(C(=O)C2=O)C3(C)C)cc1OC (stereo not drawn)	-3	-1	-6	6	1	x	1
CCCNc1nc2ccccc2c(=O)[nH]1	x	-13	-1	-2	-5	x	-3
O=C(N[C@@H]1CC[C@@H](CCNC(=O)C2CCOCC2)O[C@@H]1CO)c1ccccn1	-5	-7	7	-4	-1	-0.1	2
O=C(CSc1ccccc1F)NC1CCS(=O)(=O)C1 (stereo not drawn)	-1	-6	-4	-1	4	x	-4
CCCNC(=O)Nc1ccc2c(c1)C(=O)N(C)C[C@@H](OC)[C@@H](C)CN(Cc1ccccn1)[C@@H](C)CO2	x	x	x	3	-5	1.1	x
O=C(C[C@H]1C=C[C@@H](NC(=O)Nc2ccccc2F)[C@@H](CO)O1)NCc1ccc(Cl)cc1	6	3	-3	-2	4	0.3	0
C[C@H]1CN([C@@H](C)CO)C(=O)Cc2cc(NC(=O)c3ccncc3)ccc2O[C@@H]1CN(C)S(=O)(=O)c1ccc(Cl)cc1	-3	-18	-5	1	-1	-0.2	3
COc1ccc(S(=O)(=O)Nc2cccc3c2O[C@@H](CN(C)Cc2ccc(C(=O)O)cc2)[C@@H](C)CN([C@H](C)CO)C3=O)cc1	-1	-3	8	0	7	-18&6.9	1
C[C@@H]1CN([C@@H](C)CO)C(=O)Cc2cc(NC(=O)C3CCCCC3)ccc2O[C@H]1CN(C)Cc1ccncc1	-1	7	4	1	-5	-2.5	u
COCC#Cc1ccc2c(c1)O[C@@H](CN(C)C(C)=O)[C@@H](C)CN([C@@H](C)CO)S2(=O)=O	-7	23	4	0	x	0.1	5
COc1ccc(S(=O)(=O)N(C)C[C@H]2Oc3ccc(NC(=O)Nc4ccccc4)cc3CC(=O)N([C@H](C)CO)C[C@@H]2C)cc1	4	23	-3	0	25	0.1	3
Brc1ccc(-c2csc(N/N=C/c3ccco3)n2)cc1	-4	7	x	-1	11	x	7
COc1cccc(C2C3=C(CC(C)(C)CC3=O)Nc3cc(OC)c(OC)cc32)c1 (stereo not drawn)	3	-5	5	x	x	1.6	-9
COc1cc(N)ccc1NC(=O)c1cc2ccccc2o1	x	-3	1	6	16	x	1
CC(=O)N(c1cccc(Br)c1)c1nc(C)cc(C)c1C#N	0	2	-1	1	x	x	x
COc1ccc2c(COC(=O)[C@H](C)NS(=O)(=O)c3ccccc3F)cc(=O)oc2c1	-24	-3	1	8	-1	-0.2	-6
CC(C)CC(NC(=O)C1CCC(=O)N1)C(=O)NC(CC(C)C)C(=O)N1CCCC1C(N)=O (stereo not drawn)	3	-2	-2	1	-3	x	-2
COc1ccc(S(=O)(=O)N2CCCCCC2)cc1C(=O)Nc1cccc(C)n1	0	-3	u	0	-20	5.5	2
COc1ccc(NC(=O)CS(=O)(=O)c2ccc(F)cc2)cc1	9	3	-2	3	0	-0.1	-1
O=C(c1cnn2c(C(F)F)cc(-c3ccccc3)nc12)N1CCCc2ccccc21	-6	-3	1	-1	-2	x	4
C[C@H]1CN([C@@H](C)CO)C(=O)Cc2cc(NC(=O)Nc3ccc(C(F)(F)F)cc3)ccc2O[C@@H]1CN(C)Cc1ccc(Oc2ccccc2)cc1	x	x	-3	2	33	0.5	x

Ordered by molar mass (rising): part of the list above.
SMILES	SIRT5 inh	S100A4 inh HTS	DENV2 CPE	PglD DTNB	C2C12 statin	E-sel inducer	ERp5 inh
CN(C)c1ccc(C(=O)NNC(=O)Nc2ccccc2)cc1	-12	0	-2	x	x	x	3
COc1ccccc1C(=O)NC(=O)CSc1cccc[n+]1[O-]	3	-1	8	x	x	x	-6
COc1cc(NC(=O)c2cc(OC)c(OC)c(OC)c2)c2ncccc2c1	0	-4	0	0	10	x	-3

Record cards, as listed above. Screens in order: SIRT5 inh	S100A4 inh HTS	DENV2 CPE	PglD DTNB	C2C12 statin	E-sel inducer	ERp5 inh
`NC(CS(=O)O)C(=O)O` (stereo not drawn) is listed with -12	-19	-3	-1	-5	2.2	4
`CC(C)C[C@@H](CN)NC(=O)c1nc[nH]c1C(=O)N[C@@H](C)C(=O)CNC[C@H](C)NC(=O)c1nc[nH]c1C(=O)N[C@@H](Cc1ccccc1)C(=O)O` is listed with x	2	4	-4	6	0.2	6
`CN(C)CCOC1c2ccccc2CSc2ccccc21` (stereo not drawn) is listed with -4	-7	8	-3	x	3.0	2
`Cc1cccc(C)c1NC(=O)c1ccccc1C(=O)O` is listed with 0	-3	3	7	x	-0.2	0
`O=S(Cc1ccccc1)CC(O)(c1ccc(Cl)cc1)c1ccc(Cl)cc1` (stereo not drawn) is listed with x	x	x	2	3	0.5	x

This is a subset; the hit share may differ from the screen's.
